Source: PubChem
DAX1 inh-1 – inhibits human nuclear receptor DAX1. P51843. HEK293 Gal4-DAX1 luciferase reporter, luminescence. AID 504766. inhibition, % at 6.75 µM. 340,000 tested, 0.99% active;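 active = inhibition above the mean over all tested compounds plus 3 SD, cut at about 4.2% in these data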;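 also: 0% = DAX1-transfected cells with DMSO and 100% = empty-vector control cells with DMSO; inhibition shows as a rise in luminescence from relieved DAX1 repression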
PLCg1 inh – inhibitors of human phospholipase C gamma1; P19174; purified PLC-gamma1, fluorogenic substrate, fluorescence; inhibition, % at 12.2 µM; 370,000 tested, 0.84% active; AID 720700; in the data active = inhibition above about 9.5%
GAA850 FXN act – increases GAA850 frataxin promoter reporter activity; HEK293 lucGAA850 FXN promoter luciferase reporter, 24 h; percent of 10 µM SAHA response; activation, % at 6 µM; 360,000 tested, 0.56% active;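 active = activation above the average of all compounds screened plus 3 SD, cutoff fixed separately per campaign, cut at about 7.5% in these data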;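 also: 0% = DMSO wells and 100% = 10 µM SAHA wells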
PLCb3 inh – inhibitors of human phospholipase C beta3; 370,000 tested, 0.18% active; inhibition, % at 12.2 µM; Purified PLC-beta3, fluorogenic substrate, fluorescence; in the data active = inhibition above about 11%;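 also: 0% = median of compound wells on plate and 100% = full blocker control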
sPLA2-III inh – Blocks human group III sPLA2 activity; 370,000 tested, 0.56% active; Q9NZ20; AID 743126; QFRET BODIPY PC-A2 liposome hydrolysis, fluorescence; inhibition, % at 12.2 µM;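 active = inhibition above mean plus 3 SD of compounds lying within the high and low control bounds, cut at about 19% in these data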;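 also: 0% = median of test compound wells and 100% = no enzyme DMSO wells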
ssDAF12 agonist – S. stercoralis DAF-12 activation, primary screen; HEK293 ssDAF-12/GRIP1 lit1-tk-luc reporter, luminescence; % of 3 µM dafachronic acid response; activation, % at 6.8 µM; 370,000 tested, 1% active; AID 652126;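 active = activation above the mean over all tested compounds plus 3 SD, cut at about 0.9% in these data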;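 also: 0% = DMSO-only wells and 100% = 3 µM delta7-dafachronic acid wells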
hgDAF-12 ag – agonists of H. glycines DAF-12 nuclear receptor; HEK293 GAL4-hgDAF12 UAS-luciferase reporter, agonist luminescence; normalized to butyrate control; activation, % at 6.8 µM; 370,000 tested, 1.8% active;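 active = activation above a cutoff set at the mean of all screened compounds plus 3 SD, cut at about 10% in these data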;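 also: 0% = DMSO wells and 100% = sodium butyrate wells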
DAX1 inh-2 – DAX1 (NR0B1) inhibition, primary screen | HEK293T StAR-luciferase reporter, SF-1/DAX-1 repression relief | AID 652010 | 370,000 tested, 1.1% active | inhibition, % at 6.8 µM;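 active = inhibition above the mean over all tested compounds plus 3 SD, cut at about 3.6% in these data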;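 also: 0% = DAX-1 cells with DMSO and 100% = cells lacking DAX-1 with DMSO; higher inhibition means more luminescence from relief of DAX-1 repression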
ADAM17 inh – ADAM17 inhibition, QFRET primary screen. 370,000 tested, 0.83% active. inhibition, % at 6.95 µM. AID 720648. recombinant ADAM17, EDANS/DABCYL FRET peptide cleavage;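 active = inhibition above the mean of compounds lying between control limits plus 3 SD, set per campaign, cut at about 8.5% in these data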;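 also: 0% = DMSO-only wells as the low control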
Target sequence (P78536 215-824 limits assumed): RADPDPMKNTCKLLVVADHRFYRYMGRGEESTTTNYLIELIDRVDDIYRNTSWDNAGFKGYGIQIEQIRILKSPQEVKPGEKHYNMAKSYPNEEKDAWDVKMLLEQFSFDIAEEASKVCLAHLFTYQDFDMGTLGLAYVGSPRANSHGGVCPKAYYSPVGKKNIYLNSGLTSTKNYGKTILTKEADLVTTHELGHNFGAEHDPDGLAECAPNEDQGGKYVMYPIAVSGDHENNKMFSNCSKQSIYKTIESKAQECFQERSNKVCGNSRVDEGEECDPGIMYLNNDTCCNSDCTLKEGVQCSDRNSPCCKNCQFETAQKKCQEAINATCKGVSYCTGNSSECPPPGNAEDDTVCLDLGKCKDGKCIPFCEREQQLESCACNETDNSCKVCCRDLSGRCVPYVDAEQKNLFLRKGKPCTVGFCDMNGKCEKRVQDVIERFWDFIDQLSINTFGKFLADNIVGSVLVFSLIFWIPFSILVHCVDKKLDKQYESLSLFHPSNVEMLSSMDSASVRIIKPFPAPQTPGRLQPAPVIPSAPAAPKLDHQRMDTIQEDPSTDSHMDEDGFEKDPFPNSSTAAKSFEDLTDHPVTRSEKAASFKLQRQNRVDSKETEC
hcDAF-12 act – activators of H. contortus DAF-12 nuclear receptor | HEK293 hcDAF-12 lit1-tk-luc reporter, luminescence; 0% DMSO, 100% Δ7-dafachronic acid | activation, % at 6.8 µM | 370,000 tested, 1.4% active;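 active = activation above the mean of all tested compounds plus 3 SD, cut at about 5.5% in these data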;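 also: 100% = response to 3 µM Δ7-dafachronic acid high control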
ADAM10 inh – inhibits human ADAM10. inhibition, % at 7 µM. O14672. recombinant ADAM10, EDANS/DABCYL FRET peptide cleavage, 3 h. 370,000 tested, 0.62% active;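 active = inhibition above a per-campaign cutoff equal to the mean of compounds falling between control-based bounds plus 3 SD, cut at about 20% in these data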;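 also: 0% = DMSO wells while the 100% control is not disclosed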
* = called active by the depositor; / = not tested or not shown. Rows are unselected; any-hit rate near 6.9%.

The line under a structure holds: DAX1 inh-1, PLCg1 inh, GAA850 FXN act, PLCb3 inh, sPLA2-III inh, ssDAF12 agonist, hgDAF-12 ag, DAX1 inh-2, ADAM17 inh, hcDAF-12 act, ADAM10 inh
1: COc1ccc(CN2C(=O)C(C)Nc3ncnc(N4CCc5ccccc5C4)c32)cc1 (stereo unspecified)
 : /, -9, /, -10, 0, -1.1, 4.9, -5.6, 1, -0.6, -8
2: O=C(CSc1nnc(-c2ccco2)n1-c1ccccc1Cl)Nc1cccc(C(=O)O)c1
 : 0.5, -1, 1.4, -5, -13, -0.9, 1.2, -0.3, -3, 1.1, 1
3: CCN1CCN(C(=S)Nc2ccc(Cl)cc2Cl)CC1
 : 1.1, 2, -0.8, 1, 6, -1.2, 1.5, -0.3, -4, -1.7, 2
4: CCOc1ccccc1NC(=O)c1nc(S(=O)(=O)Cc2cccc(C)c2)ncc1Cl
 : -0.8, 0, 2.9, -8, 3, 0.2, 0.9, 2.0, -2, 1.3, 5
5: O=C(COc1ccccc1)Nc1nc2c(s1)CCCC2
 : -0.5, -1, 3.6, -4, 7, -1.3, 7.5, 0.0, -4, -0.5, 3
6: C[C@H](CO)N1C[C@H](C)[C@@H](CN(C)C(=O)Nc2ccc(F)cc2)OCc2cnnn2CCCC1=O
 : 1.9, 6, -1.3, 3, 13, -0.4, 2.4, -0.2, -3, -1.2, -9
7: O=C(CCNC(=O)c1ccc(Br)o1)NCc1ccc(Cl)cc1
 : -1.3, 0, 1.2, 1, 9, 0.1, -2.0, 0.0, -4, -0.6, 5
8: NC(=O)NC1(C(=O)O)CCCC1
 : 0.6, 3, -0.9, 2, 0, -0.8, -0.3, 0.0, -7, -1.5, -7
9: O=C(NNC(=O)C1[C@H]2CCCC[C@@H]12)c1ccc(=O)oc1 (stereo partly specified)
 : 0.1, -25, 0.7, -30, -4, -0.2, -0.7, -0.1, -29, 0.3, -60
10: Cc1ccc(S(=O)(=O)n2cc(-c3ccccc3)c(N)n2)cc1
 : 0.1, -1, -0.8, 3, -13, -1.1, -0.6, -0.3, 2, -1.1, -5
11: Cc1ccc(C)c(-c2cc(C(=O)NNC(=S)NCC(C)C)c3ccccc3n2)c1
 : 2.6, -57, -1.2, -60, 3, -1.4, 0.4, -0.4, -7, 2.3, -66
12: C=CCC[C@@H](CCCCC)OC(=O)/C=C/[C@H](O)[C@@H](O)C[C@H](O)CC=C
 : /, 9, /, 3, -9, -1.2, -2.1, -1.6, 1, -1.5, 9
13: COc1cccc(-n2c(SCC(=O)N3CCCCC3)nc3c([nH]c4ccccc43)c2=O)c1
 : -0.2, 1, -1.7, 3, -1, 0.2, 2.3, 1.3, 0, 7.0*, -4
14: CCOc1ccc(C(=O)NCC(=O)NNC(=O)c2ccco2)cc1OCC
 : -1.0, -2, 2.0, 5, 1, -0.7, -0.6, 0.4, 1, 3.4, -5
15: O=C(Nc1cccc(S(=O)(=O)N2CCOCC2)c1)C1COc2ccccc2O1 (stereo unspecified)
 : 0.0, 6, 1.2, 1, -1, -0.9, 1.1, -1.2, -5, 2.7, -3
16: Cc1c(NC(=O)C(C#N)=C2CCCCC2)c(=O)n(-c2ccccc2)n1C
 : -1.5, 4, 0.3, 5, -1, -1.2, 1.8, 0.4, 0, -0.3, 5
17: CC(C)[C@H](N)c1cn([C@@H](CC(N)=O)C(=O)N2CCNCC2)nn1
 : -0.3, 4, 0.5, 5, 6, -1.2, 0.3, -0.1, -1, -0.5, 1
18: c1ccc(OCc2nc(-c3cccs3)no2)cc1
 : 1.9, 3, 4.2, 5, 2, 0.4, 16*, 1.8, -1, 3.7, 2
19: O=C(NCCN1CCOCC1)C1CCN(S(=O)(=O)c2ccccc2)CC1
 : 4.2, -3, 0.6, -4, -1, -1.1, -0.6, -0.4, -1, 0.1, -6
20: O=C(CSc1nnc(-c2cccs2)n1-c1ccccc1)c1ccc2c(c1)OCCO2
 : -0.8, -2, -1.8, -3, -8, -1.1, 0.8, 0.7, 1, -0.8, 0
21: COc1ccc(OC)c(S(=O)(=O)NC2CCN(Cc3ccccc3)CC2)c1
 : -0.3, 0, -0.8, 2, -7, -1.3, 0.7, 0.7, 1, -0.2, 3
22: COc1ccccc1CNC(=O)CCS(=O)(=O)c1ccc(Cl)cc1
 : 0.8, 0, 0.9, -3, 2, -1.0, 3.6, 0.8, -2, -0.8, -4
23: CC1CCC2(CC1)OCC1(CCC3(COC4(CCC(C)CC4)OC3)C1=O)CO2 (stereo unspecified)
 : -0.5, 1, 2.4, 0, 1, -1.1, 0.8, 0.4, -5, -0.4, -8
24: COc1cc(OC)c(-n2c(C)cc(C=O)c2C)cc1Cl
 : 0.1, -1, -2.1, -5, 3, -2.0, -0.5, -1.1, 6, -1.1, -10

Record cards, from the list above. Order of screens: DAX1 inh-1	PLCg1 inh	GAA850 FXN act	PLCb3 inh	sPLA2-III inh	ssDAF12 agonist	hgDAF-12 ag	DAX1 inh-2	ADAM17 inh	hcDAF-12 act	ADAM10 inh
Results for `O=C(NCCN1CCOCC1)C1CCN(S(=O)(=O)c2ccccc2)CC1` = 4.2	-3	0.6	-4	-1	-1.1	-0.6	-0.4	-1	0.1	-6
Results for `COc1ccc(CN2C(=O)C(C)Nc3ncnc(N4CCc5ccccc5C4)c32)cc1` (stereo unspecified) = /	-9	/	-10	0	-1.1	4.9	-5.6	1	-0.6	-8

Some of these compounds in order of length of the SMILES, smallest number first:
The line under a structure holds: DAX1 inh-1, PLCg1 inh, GAA850 FXN act, PLCb3 inh, sPLA2-III inh, ssDAF12 agonist, hgDAF-12 ag, DAX1 inh-2, ADAM17 inh, hcDAF-12 act, ADAM10 inh
18: c1ccc(OCc2nc(-c3cccs3)no2)cc1
 : 1.9, 3, 4.2, 5, 2, 0.4, 16*, 1.8, -1, 3.7, 2
24: COc1cc(OC)c(-n2c(C)cc(C=O)c2C)cc1Cl
 : 0.1, -1, -2.1, -5, 3, -2.0, -0.5, -1.1, 6, -1.1, -10
22: COc1ccccc1CNC(=O)CCS(=O)(=O)c1ccc(Cl)cc1
 : 0.8, 0, 0.9, -3, 2, -1.0, 3.6, 0.8, -2, -0.8, -4
14: CCOc1ccc(C(=O)NCC(=O)NNC(=O)c2ccco2)cc1OCC
 : -1.0, -2, 2.0, 5, 1, -0.7, -0.6, 0.4, 1, 3.4, -5
19: O=C(NCCN1CCOCC1)C1CCN(S(=O)(=O)c2ccccc2)CC1
 : 4.2, -3, 0.6, -4, -1, -1.1, -0.6, -0.4, -1, 0.1, -6
21: COc1ccc(OC)c(S(=O)(=O)NC2CCN(Cc3ccccc3)CC2)c1
 : -0.3, 0, -0.8, 2, -7, -1.3, 0.7, 0.7, 1, -0.2, 3
16: Cc1c(NC(=O)C(C#N)=C2CCCCC2)c(=O)n(-c2ccccc2)n1C
 : -1.5, 4, 0.3, 5, -1, -1.2, 1.8, 0.4, 0, -0.3, 5
20: O=C(CSc1nnc(-c2cccs2)n1-c1ccccc1)c1ccc2c(c1)OCCO2
 : -0.8, -2, -1.8, -3, -8, -1.1, 0.8, 0.7, 1, -0.8, 0
13: COc1cccc(-n2c(SCC(=O)N3CCCCC3)nc3c([nH]c4ccccc43)c2=O)c1
 : -0.2, 1, -1.7, 3, -1, 0.2, 2.3, 1.3, 0, 7.0*, -4
